From PubChem BioAssay
TNAP act hi DEA: increases human TNAP activity under high phosphate acceptor concentration; P05186; purified TNAP, CDP-star luminescence, 1 M DEA, 30 min; stronger effect = higher value; 0 = EDTA background, 1 = DMSO-only activity; activation factor at 20 µM; 200,000 tested, under 10 active; AID 1136;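 active = activation factor at least 2 at 20 µM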
Target sequence (P05186 whole entry, looked up): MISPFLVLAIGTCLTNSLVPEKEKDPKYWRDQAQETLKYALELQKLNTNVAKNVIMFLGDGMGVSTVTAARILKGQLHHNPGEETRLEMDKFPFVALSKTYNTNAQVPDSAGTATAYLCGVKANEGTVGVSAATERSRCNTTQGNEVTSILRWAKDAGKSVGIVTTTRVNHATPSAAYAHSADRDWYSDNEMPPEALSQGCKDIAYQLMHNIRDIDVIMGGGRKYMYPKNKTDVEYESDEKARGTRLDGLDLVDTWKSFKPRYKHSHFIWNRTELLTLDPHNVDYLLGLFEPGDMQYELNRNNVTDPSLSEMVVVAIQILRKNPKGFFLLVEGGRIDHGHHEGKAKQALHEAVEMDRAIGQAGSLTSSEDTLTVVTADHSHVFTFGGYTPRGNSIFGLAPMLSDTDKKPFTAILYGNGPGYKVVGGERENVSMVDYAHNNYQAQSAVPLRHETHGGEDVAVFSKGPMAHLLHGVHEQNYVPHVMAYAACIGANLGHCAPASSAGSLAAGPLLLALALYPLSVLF
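Assay system: human TNAP; Input: enzyme diluted 1/800 final; Reagent: CDP-star luminogenic substrate at 100 µM final; Timing: 30 min, room temperature; Signal: luminescence; Evaluation: TNAP activation factor scaled between EDTA and DMSO control wells.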
APP 5UTR inh: APP translation inhibition | SH-SY5Y APP 5'UTR-luciferase reporter, luminescence | inhibition, % at 2 µM | 190,000 compounds, 0.82% hits | AID 1285;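 active = inhibition above a set limit, derived from the sample mean plus 3 SD, cut at about 45% in these data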; note: values of inactives mirror those of a sister screen read the other way
Lmaj promast: Leishmania major promastigote growth inhibition. Leishmania major promastigotes, resazurin fluorescence viability. inhibition, % at 10 µM. 200,000 compounds, 9% hits; in the data active = inhibition above about 50%;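 note: promastigotes grown with compound for 44 hours at 28 °C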
TNAP inh hi DEA: inhibitors of human TNAP at high phosphate acceptor concentration; purified TNAP, CDP-star luminescence, 1 M DEA; inhibition, % at 20 µM; AID 1135; P05186; 200,000 compounds, 0.03% hits;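 active = over 50% inhibition of tissue-nonspecific alkaline phosphatase at 20 µM in the single-dose screen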;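 note: plate controls were DMSO wells for no effect and EDTA-quenched wells as full inhibition for full effect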
TNAP inh no acc: TNAP (human) inhibition, acceptor-free conditions; P05186; purified TNAP, CDP-star luminescence, 30 min; inhibition, % at 20 µM; 200,000 compounds, 0.26% hits; AID 1012;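 active = tissue-nonspecific alkaline phosphatase inhibition above about 50% at 20 µM in the single-dose screen, limit read from the data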;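 note: 0% = DMSO negative control and 100% = EDTA positive control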
FLuc stim CS: firefly luciferase counter-screen for stimulation assays. 200,000 tested, under 10 active. activation factor at 10 µM. P08659. ATPlite luciferase biochemical, luminescence, 10 min; 0 = ATP-free wells, 1 = DMSO control;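 active = luciferase activation factor, scaled between plate controls, of at least 2 with compound at 10 µM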
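Assay system: Luciferase/luciferin reagent mix; Medium: PBS as buffer for the ATP substrate; Dosing: test compounds dosed from 2 mM stocks in 100% DMSO; Times: 10 min, room temperature; Signal: luminescence from luciferase reaction; Read-out: luciferase activation; Controls: No-ATP low control, compound-free enzyme-plus-ATP high control.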
bIAP act: intestinal alkaline phosphatase (bovine) activation; purified bovine IAP, CDP-star luminescence, 30 min; stronger effect = higher value; fold of DMSO-control signal, blank-subtracted; 200,000 compounds, 0.17% hits; activation factor at 20 µM;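 active = activation factor of 2 or more at 20 µM, a signal rise over negative controls twice the positive control's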
FLuc inh counter: inhibits firefly luciferase, flagging false hits in luciferase inhibition screens; P08659; ATPLite firefly luciferase biochemical luminescence, 10 min; inhibition, % at 10 µM; 200,000 compounds, 1.5% hits; AID 1006;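 active = inhibition above about 50% when tested at 10 µM, limit read from the data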
RAM inhibit: inhibitors of the yeast RAM network; S. cerevisiae dse1pr::URA3 reporter, 5-FOA growth OD615, 2 d; analog-sensitive cbk1-as2 kinase mutant strain; inhibition, % at 50 µM; 190,000 compounds, 1.8% hits; AID 868;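 active = inhibition above a set limit, 3 SD over mean compound inhibition, cut at about 8.4% in these data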;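 note: 0% = DMSO-only wells with no growth and 100% = 10 µM 1-NA-PP1 full growth; inhibition rescues growth on 5-FOA so higher OD means more RAM inhibition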
bIAP inhibitor: blocks bovine intestinal alkaline phosphatase activity; inhibition, % at 20 µM; AID 1019; purified bovine IAP, CDP-star luminescence, 30 min; 190,000 tested, under 10 active;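 active = over 50% inhibition of intestinal alkaline phosphatase at 20 µM in the single-dose screen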
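Assay system: bovine IAP enzyme; medium: DEA buffer 100 mM, pH 9.8, with MgCl2 1.0 mM, ZnCl2 0.02 mM; doses: 20 µM single dose; incubation: enzyme reaction for 30 min at room temperature; detection: CDP-star luminescence signal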
An asterisk follows results filed as active; . = not tested or not shown.

SMILES	TNAP act hi DEA	APP 5UTR inh	Lmaj promast	TNAP inh hi DEA	TNAP inh no acc	FLuc stim CS	bIAP act	FLuc inh counter	RAM inhibit	bIAP inhibitor
O=C1C2ON(c3ccc(Cl)cc3)C(c3ccco3)C2C(=O)N1c1ccccc1 (stereo not given)	1.1	-7	-7	-7	-3	1	1	-3	2.7	2
CCCCN(CCCC)S(=O)(=O)c1c(C)[nH]c(=O)[nH]c1=O	1	-2	-14	-4	2	1.1	1	-10	3.3	-2
C[C@@H]1CCC[C@H](C)N1Cc1nc(Cc2ccccc2Cl)no1	1.1	-10	11	-7	-6	1	1	-1	0.3	-2
CCc1ccc(NC2=NC(C(=O)NC3CCCCC3)CC(=O)N2)cc1 (stereo not given)	1.1	-5	0	-5	-6	1.1	0.9	-8	0.1	8
COc1cc(NS(=O)(=O)c2ccc(Br)s2)cc(OC)c1	1	2	7	-2	-10	1.1	0.9	-8	0.3	8
COc1ccccc1NC(=O)c1ccc(-n2cncn2)nc1	1	-8	-12	-2	2	1.1	1	-7	1.9	1
C=CCC(Nc1ccco1)c1ccccc1 (stereo not given)	1.1	6	4	-6	-13	1	0.9	0	4.5	10
CCCOC(=O)c1ccc(-c2c(C)noc2-c2ccc(OC)cc2O)o1	1	-10	56*	-4	-5	1.1	0.9	-9	2.5	12
CCOC(=O)N1CCN(C(=O)C(NS(=O)(=O)c2cccc3nsnc23)c2ccccc2)CC1 (stereo not given)	1	-7	2	-2	-6	1.1	1	-7	0.1	4
CCOC(=O)CSc1nc2sccc2c(=O)[nH]1	1.1	-1	-8	-6	-14	1	0.9	-5	-0.1	8
Cc1ccc(C(=O)CC(Nc2ccc(F)cc2)c2ccccc2)cc1 (stereo not given)	1	-18	0	4	-5	1	0.9	-3	3.9	13
CCn1nnnc1SCC(=O)c1ccc(C)cc1C	1	-121	-5	-1	0	0.7	1.1	30	-0.9	-9
Cc1ccc(S(=O)(=O)N(C)c2cc(S(N)(=O)=O)c(C)cc2C)cc1	1	3	2	-1	-10	1.1	1	-6	1.0	-3
COc1ccc(CCc2nnc(CCC(=O)N(C)Cc3ccncc3C)o2)cc1	1	5	1	-5	-11	1	1	-2	0.4	3
Cc1cc(Cl)cc(C)c1OCCCCN1CCOCC1	1.1	20	100*	-5	-14	1	0.9	-4	-0.4	8
CCOCCCNS(=O)(=O)c1ccc(NC(=O)Cc2c(F)cccc2Cl)cc1	1	-4	0	-3	-12	1	1.3	-2	1.4	-25
CCCCOC(=O)c1ccc(NC(=O)Nc2ccc(OC)c(OC)c2)cc1	1.1	11	1	-9	-18	1.1	0.8	-7	3.0	19
O=C(Nc1cccs1)Nc1ccc(Br)cc1F	1	-28	33	0	-10	0.8	0.9	18	3.6	8
O=C(c1nc(-c2ccccc2)n(-c2ccccc2)n1)N1CCN(S(=O)(=O)c2ccccc2)CC1	1.1	9	58*	-7	-3	1	1.3	-1	3.7	-26
Cc1c(C(=O)NCc2ccccc2)c(-c2ccccc2)nn1-c1ccccc1	1.1	20	86*	-8	-22	1	0.8	-4	2.9	18
Cc1ccc(CNC(=O)C23CN(Cc4ccccc4)CC2C(c2ccc([N+](=O)[O-])cc2)=NO3)cc1 (stereo not given)	1	-6	38	-2	2	1.1	1	-6	4.5	-1
Cc1sc2ncn(CC(=O)NCc3ccco3)c(=O)c2c1-c1ccc(F)cc1	1.1	-10	-5	-9	-10	1.1	1.1	-7	0.6	-5
Oc1ccccc1Cn1c(-c2ccccc2O)nc2ccccc21	1.1	1	11	-6	-8	1	1	-1	1.3	3
Cc1ccc2cccc(SCC(=O)NCC#N)c2n1	1	-12	-6	-1	-7	1	0.9	0	0.4	10
FC(F)(F)c1cccc(-c2nn[nH]n2)c1	1	-17	-2	-1	-14	1	1	-4	1.9	-5
COCCOc1nc2c(c(=O)n(C)c(=O)n2C)n1CCc1ccccc1	1.1	9	-4	-6	-9	1	1.1	-1	2.6	-7
CC(=O)n1cc([C@H]2C=C(C(=O)N3CCN(Cc4ccc5c(c4)OCO5)CC3)O[C@@H](OCCCCO)C2)c2ccccc21	1	-29	14	-2	-3	1	1.2	-4	-0.4	-17
Cc1ccc(C(=O)C2C(c3cccs3)NC(=O)NC2(O)C(F)(F)F)cc1 (stereo not given)	1	-3	0	-3	-9	1	0.9	-3	-1.0	7
COc1ccc(C)cc1NC(=O)CSc1nnc(-c2ccco2)n1N	1.1	1	0	-6	-10	1.1	1	-7	1.1	-2
CCN(CC)CCOC(=O)c1ccc(NC(=O)CCNC(=O)Cn2ccc3ccccc3c2=O)cc1	1	-4	-6	0	-2	1	0.9	0	0.5	12
Fc1ccc(-c2cnc3n2CCCCC3)cc1	1.1	-4	9	-6	-9	1	1	-4	1.4	-1
O=C1CC(SCc2nc3ccccc3[nH]2)C(=O)N1c1ccc(F)cc1 (stereo not given)	1.1	-14	-6	-6	-2	1	1	-3	1.6	-4
COc1ccc(O)c(CNc2ccccc2F)c1	1	2	3	4	8	1	1	-1	0.1	4
C#CCOc1ccc(C2C3=C(COC3=O)Nc3cc4c(cc32)OCO4)cc1OC (stereo not given)	1	95*	17	1	-2	1	0.9	-3	3.8	12
c1csc(C2CCCN2c2nc3nonc3nc2NC2CC2)n1 (stereo not given)	1	0	-2	1	-1	1.1	1.1	-5	1.3	-5
CC12CN3CCN(CC(C3)/C1=N\NC(=O)Nc1cccc(Cl)c1)C2	1	-11	6	1	-2	1	1	0	0.4	-1
COc1ccccc1C(=O)NCC(=O)NC1CCCc2ccccc21 (stereo not given)	1	20	-8	-1	1	1	1.1	-1	0.6	-7
c1ccc(OCCSc2nc3ccccc3o2)cc1	1.1	-15	-5	-11	-20	1	0.9	-5	0.5	15
Cn1c(-c2ccc(F)cc2)cnc1SCC(=O)NNC(=O)Cc1ccccc1	1	2	0	-5	-151	1	1.8	-1	0.1	-75
CC(=O)OC(C)(C)C#CCN1CCCC1	1.1	-5	-6	-9	-28	1.1	0.9	-6	2.8	13
COC(=O)c1ncn(C2OC(COC(C)=O)C(OC(C)=O)C2OC(C)=O)n1 (stereo not given)	1	-2	-10	0	-6	1.1	0.7	-5	0.7	31
O=C(O)CC(C(=O)OCC1CCCO1)N1CCOCC1 (stereo not given)	1.1	-12	-5	-5	1	1.1	1	-10	0.2	2
C[n+]1cnn2c1SCC1(COC1)C2	1.1	.	16	-6	-8	1	0.9	-5	-0.4	7
O=C(O)CSCc1c(F)cccc1Cl	1	-14	-6	2	-6	1	0.8	-5	2.1	23
COc1ccc(N2CCN(C(=O)CSc3nc4c(c(=O)n(C)c(=O)n4C)n3C(C)C)CC2)cc1	1.1	0	1	-8	-6	1.1	1	-6	0.6	-1
CC(C)c1ccc2c(c1)C(=O)NC(C)(C)C2	1.1	-16	-2	-10	-17	1	0.9	-2	0.0	11
CCCCOCCCNS(=O)(=O)Cc1ccccc1	1	-13	-2	1	-5	1	0.9	-1	3.6	8
CCOc1ccc(C(=O)NCC(c2cccs2)N(C)C)cc1 (stereo not given)	1	4	-4	2	-9	1	1.1	2	-0.1	-7
Cc1ccc(Cn2ccc(NC(=O)c3cc(C)on3)n2)cc1	1.1	.	-8	-5	10	1	0.9	2	3.5	11
CCN(CC)S(=O)(=O)c1cccc(C(=O)N2CC(O)CC2C(=O)OC)c1 (stereo not given)	1.1	10	-3	-5	-13	1.1	1	-6	0.0	3
CC(C)C1N=C2c3ccccc3N=C(SCC(=O)c3ccc(O)c(O)c3)N2C1=O (stereo not given)	0.8	-22	-11	19	94*	1.1	0.5	-6	5.5	.
COCCNC(=O)C(c1ccccc1)N(CCOC)C(=O)Cn1nnc2ccccc21 (stereo not given)	1	-11	5	0	-1	1	1	-3	1.1	0
Cc1nnc2c3ccccc3c(-c3ccc(O)cc3)nn12	1.1	-8	-1	-5	17	1	0.9	-5	-0.8	11
COc1ccc(Nc2nc(N)nc(CSc3nccn3C)n2)cc1	1	-74	-3	-2	-1	0.8	1	22	0.8	-5
CC(=O)Nc1nc(-c2ccccc2)nc(-c2ccccc2OC(C)=O)n1	1	13	6	-4	-8	1	1	-4	0.3	-1
C[C@@H]1C=C(C(=O)O)O[C@H](OCc2ccc(CO)cc2)C1	1.1	3	1	-6	-8	1.1	1	-5	2.0	-2
C=CCN(c1cccc(C(F)(F)F)c1)S(=O)(=O)c1cccc(C(=O)OCC(=O)Nc2ccccc2)c1	1	-24	42	1	3	1	1	0	9.0*	1
N#Cc1ccc(NCC(=O)Nc2ccc3c(c2)OCCO3)cc1	1	1	-8	-2	-16	0.9	0.9	10	1.1	7
CCOc1cc(NS(=O)(=O)c2ccc(OC)cc2)c(OCC)cc1NC(=O)c1ccco1	1	-18	2	-3	-10	1.1	1	-7	7.6	2
CCc1ccc(NC(=O)C2CC(=O)N(C(C)C)C2)cc1 (stereo not given)	1.1	13	0	-6	-14	1	1	-2	-0.4	2

Further structures
SMILES	TNAP act hi DEA	APP 5UTR inh	Lmaj promast	TNAP inh hi DEA	TNAP inh no acc	FLuc stim CS	bIAP act	FLuc inh counter	RAM inhibit	bIAP inhibitor
O=C1NC(=S)N/C1=C/c1cc([N+](=O)[O-])ccc1O	0.8	-1	-8	19	8	1	0.3	-3	2.2	.
Cc1cc(-c2ccccc2)nc2cc(C(=O)NCc3ccco3)nn12	1	-3	5	0	-9	1.1	1.1	-6	0.2	-6
COc1ccccc1OCC(=O)Nc1ccc(S(=O)(=O)Nc2nc(C)cc(C)n2)cc1	1.1	-10	-4	-5	-8	1	1.1	-3	0.2	-10
CCOC(=O)CSCC(=O)Nc1ccc(S(=O)(=O)N2CCCCC2)cc1	1.1	16	-6	-6	-13	1	0.9	-5	2.2	11
C=CCn1c(SCC(=O)N(C)C)nc2cc(C(=O)O)ccc2c1=O	1	0	-4	-4	-3	1.1	1	-11	0.2	0
CC(=O)NNC(=O)c1ccncc1	1	28	-4	0	-10	1	0.8	-5	0.2	18
